Assay outcomes: PubChem, Sanford-Burnham Center for Chemical Genomics
APJ agonist = activates the human apelin receptor APJ; P35414; CHO-K1 APJ PathHunter beta-arrestin, luminescence; 0% DMSO wells, 100% apelin; activation, % at 20 µM; 0.11% of 330,000 active;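 active = activation more than six SD over the plate average, tested at 20 µM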;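 also: 0% = DMSO alone and 100% = apelin-13 at 10 nM; some results filed as inactive read as strong as hits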
Target sequence (P35414 whole entry, looked up): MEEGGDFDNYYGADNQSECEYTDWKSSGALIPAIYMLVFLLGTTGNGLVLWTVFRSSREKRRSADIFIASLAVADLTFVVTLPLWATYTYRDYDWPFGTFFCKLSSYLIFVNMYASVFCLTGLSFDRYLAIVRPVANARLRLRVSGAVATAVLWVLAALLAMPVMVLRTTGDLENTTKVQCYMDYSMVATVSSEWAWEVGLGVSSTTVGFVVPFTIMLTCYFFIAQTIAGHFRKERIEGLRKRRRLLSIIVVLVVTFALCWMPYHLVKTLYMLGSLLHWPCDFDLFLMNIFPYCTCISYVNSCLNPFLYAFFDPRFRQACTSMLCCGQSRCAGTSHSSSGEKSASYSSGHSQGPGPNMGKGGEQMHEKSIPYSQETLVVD
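system = engineered CHO-K1 APJ arrestin reporter cells | input = 1000 cells per well | timing = overnight seeding, 90 min compound at 25 °C, 1 h detection | measured by = enzyme-fragment complementation luminescence | read-out = beta-arrestin recruitment to APJ as agonist activity, luminescent signal | control set = negative DMSO alone, positive Apelin-13 at 10 nM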
APJ antagonist = antagonists of human APJ apelin receptor; P35414; CHO-K1 APJ beta-arrestin complementation, luminescence; inhibition, % at 20 µM; 0.32% of 330,000 active; AID 2521;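 active = inhibition above about 40% at 20 µM, limit read from the data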;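 also: cells challenged with 10 nM apelin-13 agonist together with compound; plate controls were apelin-13 plus DMSO wells for no effect and DMSO wells lacking apelin-13 for full effect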
UPR XBP1 act = activators of adaptive arm of unfolded protein response (XBP1) | 0.33% of 330,000 active | activation, % at 20 µM | CHO-XBP1 luciferase reporter, IRE1-XBP1 UPR activation, luminescence; percent of tunicamycin response, DMSO as zero;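 active = versus positive control, 20 µM dose yields 30% or more activation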;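 also: 100% = tunicamycin at 10 µg/mL and 0% = DMSO only wells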
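Material – CHO cell line with stable XBP1 luciferase reporter · Buffer or medium – F12 plus 10% FBS · Compound – single point, 20 µM final compound, 1% DMSO · Schedule – 16-18 h cell attachment at 37 °C, then 6 h compound exposure · Signal – Steady-Glo luminescence read · Benchmarks – high control tunicamycin 10 µg/mL final, low control DMSO vehicle only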
tim23-1 inh = tim23-1 yeast growth inhibition; AID 463212; 1.3% of 330,000 active; S. cerevisiae tim23-1 growth, BacTiter-Glo luminescence, 24 h; inhibition, % at 20 µM;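 active = growth inhibition of the mutant yeast at or above 50%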;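 also: temperature-sensitive mutant grown at 25 °C; plate controls were DMSO-treated mutant yeast for no effect and medium wells lacking yeast for full effect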
UPR CHOP act = apoptotic UPR (CHOP) activation; CHO-CHOP luciferase reporter, luminescence; percent of tunicamycin response over DMSO baseline; activation, % at 10 µM; 0.34% of 330,000 active; AID 449763;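 active = at 10 µM dose, activation of 40% or more, normalized to positive control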;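 also: 100% = tunicamycin at 10 µg/mL and 0% = DMSO alone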
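Test system: CHO-CHOP cells, stable luciferase reporter of PERK-eIF2a-CHOP signalling | Quantity: 500 CHO-CHOP cells per well | Buffer or medium: F12 plus 10% serum | Compound dosing: 10 µM single point, 0.5% DMSO | Schedule: 6 h compound treatment, 37 °C | Signal: Luciferase luminescence | Control set: Tunicamycin high control, DMSO low control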
697 NFkB inh = lowers PMA/ionomycin-induced NF-kB signal in 697 B cells; 0.33% of 330,000 active; AID 435022; 697 B-cell NF-kB luciferase reporter, 16 h; inhibition, % at 4 µM; in the data active = inhibition above about 35%
Mdm2 MdmX PPI = human Mdm2/MdmX binding inhibition; O15151+Q00987; SaOS-2 split-luciferase Mdm2/MdmX complementation, luminescence; inhibition, % at 8 µM; 3% of 330,000 active; AID 485346;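 active = inhibition of at least 50% at 8 µM in the primary screen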
Jurkat NFkB inh = lowers PMA/ionomycin-induced NF-kB signal in Jurkat cells. inhibition, % at 4 µM. 0.53% of 330,000 active. PMA/ionomycin-induced NF-kB luciferase reporter, luminescence. AID 435003; in the data active = inhibition above about 50%
Starred values were filed as active, the others as inactive.

CC1CCN(C(=O)c2cccc(S(=O)(=O)N3CCCCC3)c2)CC1 was read as APJ agonist -2, APJ antagonist 40, UPR XBP1 act -1, tim23-1 inh 28, UPR CHOP act -2.3, 697 NFkB inh 11, Mdm2 MdmX PPI -2 and Jurkat NFkB inh -3.
Screening COc1ccc(Cl)cc1Nc1nc(-c2sc(NC(=O)C(C)(C)C)nc2C)cs1 returned APJ agonist 3, APJ antagonist -5, UPR XBP1 act -1, tim23-1 inh 22, UPR CHOP act 11, 697 NFkB inh -25, Mdm2 MdmX PPI 7 and Jurkat NFkB inh 15.
`O=C(C1CCN(S(=O)(=O)c2cccc3cccnc23)CC1)N1CC=C(c2ccccc2)CC1` gave APJ agonist 10, APJ antagonist 7, UPR XBP1 act -1, tim23-1 inh 29, UPR CHOP act -1.4, 697 NFkB inh -7, Mdm2 MdmX PPI 17 and Jurkat NFkB inh -2.
Screening CC(C)NC(=O)CSc1ccccc1C(=O)NNC(=O)Cn1ccc(C(F)(F)F)n1 returned APJ agonist -3, APJ antagonist -11, UPR XBP1 act 0, tim23-1 inh -19, UPR CHOP act 0.0, 697 NFkB inh -4, Mdm2 MdmX PPI 9 and Jurkat NFkB inh -9.
`COc1ccccc1CNC(=O)C(=O)NCC1OCCN1C(=O)c1ccc(Cl)cc1` (configuration not stated) gave APJ agonist -3, APJ antagonist -11, UPR XBP1 act 0, tim23-1 inh 16, UPR CHOP act -1.8, 697 NFkB inh -10, Mdm2 MdmX PPI 13 and Jurkat NFkB inh -9.
`COc1ccccc1C1N(c2ccc(Cl)cc2)C(=O)C2CCCN21` (configuration not stated) gave APJ agonist -1, APJ antagonist 4, UPR XBP1 act 3, tim23-1 inh 9, UPR CHOP act -1.6, 697 NFkB inh -1, Mdm2 MdmX PPI 13 and Jurkat NFkB inh 16.
Screening CC1CN(C(=O)CCC(=O)N2CCCCC2)c2cc(Cl)ccc2O1 (configuration not stated) returned APJ agonist -8, APJ antagonist -2, UPR XBP1 act -2, tim23-1 inh 20, UPR CHOP act -1.5, 697 NFkB inh -3, Mdm2 MdmX PPI 9 and Jurkat NFkB inh 8.
Screening COc1ccc(-c2c(O)c(C#N)c(-c3ccccc3)n(-c3ccc(OC)cc3)c2=O)cc1 returned APJ agonist -4, APJ antagonist -10, UPR XBP1 act 0, tim23-1 inh 11, UPR CHOP act 1.2, 697 NFkB inh -4, Mdm2 MdmX PPI 16 and Jurkat NFkB inh 0.
Screening O=C(O)c1ccccc1OC(=O)C12CC3CC(CC(C3)C1)C2 returned APJ agonist 2, APJ antagonist -7, UPR XBP1 act -3, tim23-1 inh 14, UPR CHOP act -0.2, 697 NFkB inh -4, Mdm2 MdmX PPI 16 and Jurkat NFkB inh -2.
For Cc1cc(C)c2nc(N(CCCN(C)C)C(=O)c3ccc4c(c3)OCCO4)sc2c1 the results were APJ agonist -4, APJ antagonist -33, UPR XBP1 act 6, tim23-1 inh 11, UPR CHOP act 2.0, 697 NFkB inh -19, Mdm2 MdmX PPI 66* and Jurkat NFkB inh 8.
Screening O=C1C=C(c2ccccc2)OC(=O)C1C(=O)c1ccccc1 (configuration not stated) returned APJ agonist 1, APJ antagonist 10, UPR XBP1 act 0, tim23-1 inh 0, UPR CHOP act -0.4, 697 NFkB inh -6, Mdm2 MdmX PPI 8 and Jurkat NFkB inh 1.
Screening CCCN(CCC)Cc1c(C(=O)N/N=C/c2cccs2)nnn1-c1nonc1N returned APJ agonist -1, APJ antagonist 5, UPR XBP1 act 1, tim23-1 inh 9, UPR CHOP act -2.6, 697 NFkB inh 10, Mdm2 MdmX PPI 12 and Jurkat NFkB inh 10.
`O=C(CSc1nnc(-c2n[nH]c3ccccc23)n1-c1ccccc1)Nc1ccccc1Cl` gave APJ agonist -2, APJ antagonist -4, UPR XBP1 act -5, tim23-1 inh 11, UPR CHOP act 1.7, 697 NFkB inh 22, Mdm2 MdmX PPI -3 and Jurkat NFkB inh 0.
CCC(C)NC(=O)c1ccc(C)c(NC(=O)C2=C(C)OCCS2)c1 (configuration not stated) was read as APJ agonist 0, APJ antagonist 6, UPR XBP1 act 4, tim23-1 inh 19, UPR CHOP act 0.0, 697 NFkB inh 0, Mdm2 MdmX PPI 17 and Jurkat NFkB inh -6.
Screening c1ccc(CNc2nc3ccccc3n2CCN2CCOCC2)nc1 returned APJ agonist -1, APJ antagonist 12, UPR XBP1 act 0, tim23-1 inh 15, UPR CHOP act 0.1, 697 NFkB inh 18, Mdm2 MdmX PPI -40 and Jurkat NFkB inh -4.
FC(F)(F)c1cc(C(F)(F)F)c2ccc(N/N=C/c3ccccc3)nc2n1 was read as APJ agonist 1, APJ antagonist -12, UPR XBP1 act 3, tim23-1 inh -2, UPR CHOP act -3.9, 697 NFkB inh -4, Mdm2 MdmX PPI 10 and Jurkat NFkB inh -10.
Screening Cc1ccc(OCCn2cncn2)c([N+](=O)[O-])c1 returned APJ agonist -2, APJ antagonist 7, UPR XBP1 act -2, tim23-1 inh 4, UPR CHOP act 3.6, 697 NFkB inh -11, Mdm2 MdmX PPI 28 and Jurkat NFkB inh -8.
Cc1cc2c(cc1S(=O)(=O)N1CCOCC1)NC(=O)CO2 was read as APJ agonist 0, APJ antagonist 2, UPR XBP1 act 9, tim23-1 inh -1, UPR CHOP act 0.1, 697 NFkB inh 10, Mdm2 MdmX PPI 5 and Jurkat NFkB inh 16.
Screening NC(=O)CNC(=O)[C@@H]1CC2(CC(c3ccccc3)=NO2)CN1C(=O)c1ccc(Br)cc1 (some centres not stated) returned APJ agonist -3, APJ antagonist 16, UPR XBP1 act -2, tim23-1 inh 2, UPR CHOP act -1.4, 697 NFkB inh 11, Mdm2 MdmX PPI -24 and Jurkat NFkB inh 10.
O=C1c2ccccc2NC2CCCCC12 (configuration not stated) was read as APJ agonist 0, APJ antagonist 16, UPR XBP1 act 0, tim23-1 inh 4, UPR CHOP act -0.2, 697 NFkB inh 15, Mdm2 MdmX PPI -4 and Jurkat NFkB inh -6.
`Cc1ccc(C)c(C(=O)NC2CC(C)(C)NC(C)(C)C2)c1` gave APJ agonist -1, APJ antagonist -6, UPR XBP1 act 0, tim23-1 inh 5, UPR CHOP act -0.9, 697 NFkB inh 13, Mdm2 MdmX PPI 8 and Jurkat NFkB inh -10.
`CC1(c2ccccc2)NC(=O)N(CC#N)C1=O` (configuration not stated) gave APJ agonist -2, APJ antagonist 1, UPR XBP1 act -1, tim23-1 inh 5, UPR CHOP act 0.5, 697 NFkB inh 0, Mdm2 MdmX PPI 19 and Jurkat NFkB inh 2.
`CCCCn1c(N)c(N(CCOC)C(=O)CSc2nc3ccc(C)cc3[nH]2)c(=O)[nH]c1=O` gave APJ agonist -3, APJ antagonist 7, UPR XBP1 act -2, tim23-1 inh -18, UPR CHOP act -0.5, 697 NFkB inh 1, Mdm2 MdmX PPI -17 and Jurkat NFkB inh -7.
For CCOc1ccc(Oc2c(/C=N/NC(=O)C3CC3)c(C)nn2-c2ccccc2)cc1 the results were APJ agonist -4, APJ antagonist 14, UPR XBP1 act -1, tim23-1 inh 4, UPR CHOP act -1.9, 697 NFkB inh -22, Mdm2 MdmX PPI 32 and Jurkat NFkB inh -3.
Cc1ccc(/C=N/Nc2nncc(-c3ccccc3)n2)o1 was read as APJ agonist 0, APJ antagonist -5, UPR XBP1 act -3, tim23-1 inh 13, UPR CHOP act 3.3, 697 NFkB inh -5, Mdm2 MdmX PPI 9 and Jurkat NFkB inh -39.
`Cc1snc(SCC(=O)c2ccc([N+](=O)[O-])cc2)c1C#N` gave APJ agonist 2, APJ antagonist -58, UPR XBP1 act 2, tim23-1 inh 18, UPR CHOP act 4.0, 697 NFkB inh -3, Mdm2 MdmX PPI -15 and Jurkat NFkB inh -17.
Screening COc1cc2c(cc1OC)C(COc1ccccc1OC)N(C(=O)C(C)C)CC2 (configuration not stated) returned APJ agonist -6, APJ antagonist -9, UPR XBP1 act 1, tim23-1 inh 10, UPR CHOP act 2.1, 697 NFkB inh 7, Mdm2 MdmX PPI -33 and Jurkat NFkB inh 4.
Screening Cc1onc(C(=O)Nc2sc3c(c2C#N)CCCC3)c1[N+](=O)[O-] returned APJ agonist -5, APJ antagonist -8, UPR XBP1 act -3, tim23-1 inh 31, UPR CHOP act 1.7, 697 NFkB inh -10, Mdm2 MdmX PPI -11 and Jurkat NFkB inh 2.
CSCc1ccc(C(=O)NC2CC(C)(C)Cc3c2cnn3-c2ccc(F)cc2)o1 (configuration not stated) was read as APJ agonist -4, APJ antagonist 19, UPR XBP1 act 0, tim23-1 inh 38, UPR CHOP act 1.6, 697 NFkB inh 0, Mdm2 MdmX PPI 44 and Jurkat NFkB inh 8.
COc1ccc(CNC(=O)C(=O)NCCC2CCCCN2S(=O)(=O)c2ccc(C)cc2)cc1 (configuration not stated) was read as APJ agonist -3, APJ antagonist 16, UPR XBP1 act -4, tim23-1 inh -14, UPR CHOP act 3.2, 697 NFkB inh 7, Mdm2 MdmX PPI -4 and Jurkat NFkB inh 11.
Screening COc1ccccc1N1CCN(C(=O)CCCn2nc(C)c([N+](=O)[O-])c2C)CC1 returned APJ agonist -2, APJ antagonist -11, UPR XBP1 act -1, tim23-1 inh 6, UPR CHOP act 0.5, 697 NFkB inh 16, Mdm2 MdmX PPI 32 and Jurkat NFkB inh 11.
Screening CCOc1cc2[nH]c(=O)n(CCCC(=O)NCc3ccco3)c(=O)c2cc1OCC returned APJ agonist 1, APJ antagonist 0, UPR XBP1 act -2, tim23-1 inh 3, UPR CHOP act 3.1, 697 NFkB inh 10, Mdm2 MdmX PPI 10 and Jurkat NFkB inh 1.
Screening Cc1ccc(OCCNC(=O)c2cc(=O)[nH]c3ccccc23)cc1 returned APJ agonist -3, APJ antagonist -16, UPR XBP1 act -4, tim23-1 inh 6, UPR CHOP act 1.4, 697 NFkB inh 8, Mdm2 MdmX PPI -3 and Jurkat NFkB inh 2.

Entries from the list above containing an aryl thioether with sulfur outside any ring:
Screening CC(C)NC(=O)CSc1ccccc1C(=O)NNC(=O)Cn1ccc(C(F)(F)F)n1 returned APJ agonist -3, APJ antagonist -11, UPR XBP1 act 0, tim23-1 inh -19, UPR CHOP act 0.0, 697 NFkB inh -4, Mdm2 MdmX PPI 9 and Jurkat NFkB inh -9.
`O=C(CSc1nnc(-c2n[nH]c3ccccc23)n1-c1ccccc1)Nc1ccccc1Cl` gave APJ agonist -2, APJ antagonist -4, UPR XBP1 act -5, tim23-1 inh 11, UPR CHOP act 1.7, 697 NFkB inh 22, Mdm2 MdmX PPI -3 and Jurkat NFkB inh 0.
`CCCCn1c(N)c(N(CCOC)C(=O)CSc2nc3ccc(C)cc3[nH]2)c(=O)[nH]c1=O` gave APJ agonist -3, APJ antagonist 7, UPR XBP1 act -2, tim23-1 inh -18, UPR CHOP act -0.5, 697 NFkB inh 1, Mdm2 MdmX PPI -17 and Jurkat NFkB inh -7.
`Cc1snc(SCC(=O)c2ccc([N+](=O)[O-])cc2)c1C#N` gave APJ agonist 2, APJ antagonist -58, UPR XBP1 act 2, tim23-1 inh 18, UPR CHOP act 4.0, 697 NFkB inh -3, Mdm2 MdmX PPI -15 and Jurkat NFkB inh -17.
